HEK293 cAMP cs: counter-screen for TSHR agonists: cAMP increase in parental HEK293 | parental HEK293 CNG cAMP sensor, membrane potential fluorescence | Potency, µM (titrated, usually from 57.1 µM), without a hit: at the highest dose activation, most hits filed as activators | actives 2.5% (n = 73,000) | AID 938; note: potency is the fitted concentration of half-maximal effect; % of control where 0% means no effect; nearly all actives have a fitted effect of over 55% in size
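Parental HEK 293 cells stably expressing a modified CNG channel (no TSHR) report cAMP rise as membrane depolarization. Membrane potential dye with 100 uM RO 20-1724 was loaded for 60 min at room temperature, then compound added for 30 min; fluorescence read at 590 nm.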
ERK AVP inh: inhibitors of vasopressin-stimulated ERK signaling pathway. HEK293-V1b, vasopressin-stimulated pERK AlphaScreen. Potency, µM (series often up to 57.5 µM), without a hit: at the top dose activity, negative = inhibition, usual class: inhibitors. actives 0.99% (n = 72,000). AID 995; note: potency is the fitted concentration of half-maximal effect; % is set by controls: 0 for no effect and ±100 for the full control effect; nearly all actives have a fitted effect of over 55% in size
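HEK293 cells stably expressing V1b receptor, preincubated 30 min at 37 °C with compound, then stimulated 5 min with 25 nM vasopressin. Phospho-ERK by AlphaScreen SureFire after 5 h RT; normalized to DMSO and vasopressin; AC50 by Hill fit.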
FLuc inh: blocks Photinus pyralis firefly luciferase activity; P08659; purified firefly luciferase, luminescence, 8 min; Potency, µM (highest dose often 57.1 µM), inactives show top-dose activity change, negative = inhibition, hits mostly inhibitors; actives 2.2% (n = 72,000); AID 411; note: potency is the fitted concentration of half-maximal effect; % is set by controls: 0 for no effect and ±100 for the full control effect; nearly all actives have a fitted effect of over 40% in size
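Firefly luciferase (PKLight detection mix) with 10 uM ATP in pH 7.2 imidazole buffer (KCl, MgCl2, Tween 20, BSA). Compounds tested across a concentration series (qHTS). Luminescence read after 8 min at ambient temperature.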
Caspase-7 inhib: caspase-7 (human) inhibition, allosteric or competitive; Potency, µM (doses to about 57.5 µM), for the others: at the top dose activity change, negative = inhibition, most hits filed as inhibitors; actives 0.02% (n = 75,000); recombinant caspase-7, Ac-DEVD-AFC fluorescence rate; AID 889; P55210; active = well fitted inhibition curve with a large enough effect in the main read-out, with a control signal flat, not every such curve was filed as active; inconclusive = small, poorly fitted or top-dose-only effect, or a change in a side signal; note: potency is the fitted concentration of half-maximal effect; % of control where 0% means no effect
4MU fluor: compound fluoresces in the 4-MU spectral region | compound autofluorescence, 340/450 nm, 4-MU equivalents; active compounds read high | max dye-equivalent concentration, M | actives 11% (n = 59,000); in the data active = max dye-equivalent concentration above about 10 nM; inconclusive = mostly about 1.1 nM to 9.6 nM
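Compounds in 100 mM Tris, pH 8.0, sat 15 min at room temperature before fluorescence was read at 340 nm excitation/450 nm emission; a per-plate six-point 4-MU standard curve converted signals to dye-equivalent concentration at each compound concentration.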
Rhodamine autofl: compound fluoresces in the rhodamine spectral region; Rhodamine-region fluorescence, 547/598 nm, Tris buffer; active compounds read high; max dye-equivalent concentration, M; actives 0.05% (n = 59,000); AID 594; in the data active = max dye-equivalent concentration above about 11 nM; inconclusive = between about 1.1 nM and that limit
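Read-out is relative fluorescence at 547 nm excitation and 598 nm emission, expressed as dye-equivalent concentration using rhodamine standards on every plate. Each compound was profiled across a concentration series after 15 min in 100 mM Tris, pH 8.0.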
A350 fluor: A350 region autofluorescence; actives 11% (n = 59,000); Compound autofluorescence, 340/450 nm, Alexa 350 dye-equivalents; active compounds read high; max dye-equivalent concentration, M; in the data active = max dye-equivalent concentration above about 10 nM; inconclusive = mostly about 1.1 nM to 9.6 nM
Texas Red fluor: Texas Red region autofluorescence. max dye-equivalent concentration, M. Compound fluorescence, Texas Red channel, 547/618 nm; active compounds read high. actives 0.06% (n = 59,000); in the data active = max dye-equivalent concentration above about 10 nM; inconclusive = between about 1.1 nM and that limit
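Compound fluorescence was read after 15 min at room temperature in 100 mM Tris, pH 8.0, using 547 nm excitation and 618 nm emission across a concentration series. It was expressed as Texas Red dye-equivalent concentration from an on-plate standard curve.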
Casp1 inh: blocks human caspase-1 allosterically or competitively; Caspase-1 enzyme, Ac-WEHD-AFC fluorogenic rate; Potency, µM (top dose mostly 57.5 µM), for the others: top-dose activity change, negative = inhibition, hits mostly inhibitors; actives 0.03% (n = 75,000);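 note: potency is the fitted concentration of half-maximal effect; plate controls were vehicle for no effect and no substrate for full effect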
Target sequence (P29466 120-297 limits assumed): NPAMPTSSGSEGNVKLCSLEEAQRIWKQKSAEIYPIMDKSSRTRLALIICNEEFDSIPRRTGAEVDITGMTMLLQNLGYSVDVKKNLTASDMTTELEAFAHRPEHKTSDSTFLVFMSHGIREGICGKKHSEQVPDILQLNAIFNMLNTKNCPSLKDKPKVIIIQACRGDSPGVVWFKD
Target sequence (P29466 317-404 limits assumed): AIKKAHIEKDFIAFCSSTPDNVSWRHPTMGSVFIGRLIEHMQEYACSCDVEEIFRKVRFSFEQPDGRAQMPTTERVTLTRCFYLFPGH
Tau fil binding: binders of human tau filaments. AID 596. Potency, µM (doses to about 57.1 µM), inactives show top-dose activity change, negative = inhibition. actives 2% (n = 71,000). recombinant tau filaments, thioflavin S fluorescence, 15 h; filaments grown with octadecylsulfate alongside compound. P10636;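 note: potency is the fitted concentration of half-maximal effect; % is set by controls: 0 for no effect and ±100 for the full control effect; actives lower thioflavin S fluorescence by blocking filaments or displacing dye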
Target sequence (P10636 whole entry, looked up): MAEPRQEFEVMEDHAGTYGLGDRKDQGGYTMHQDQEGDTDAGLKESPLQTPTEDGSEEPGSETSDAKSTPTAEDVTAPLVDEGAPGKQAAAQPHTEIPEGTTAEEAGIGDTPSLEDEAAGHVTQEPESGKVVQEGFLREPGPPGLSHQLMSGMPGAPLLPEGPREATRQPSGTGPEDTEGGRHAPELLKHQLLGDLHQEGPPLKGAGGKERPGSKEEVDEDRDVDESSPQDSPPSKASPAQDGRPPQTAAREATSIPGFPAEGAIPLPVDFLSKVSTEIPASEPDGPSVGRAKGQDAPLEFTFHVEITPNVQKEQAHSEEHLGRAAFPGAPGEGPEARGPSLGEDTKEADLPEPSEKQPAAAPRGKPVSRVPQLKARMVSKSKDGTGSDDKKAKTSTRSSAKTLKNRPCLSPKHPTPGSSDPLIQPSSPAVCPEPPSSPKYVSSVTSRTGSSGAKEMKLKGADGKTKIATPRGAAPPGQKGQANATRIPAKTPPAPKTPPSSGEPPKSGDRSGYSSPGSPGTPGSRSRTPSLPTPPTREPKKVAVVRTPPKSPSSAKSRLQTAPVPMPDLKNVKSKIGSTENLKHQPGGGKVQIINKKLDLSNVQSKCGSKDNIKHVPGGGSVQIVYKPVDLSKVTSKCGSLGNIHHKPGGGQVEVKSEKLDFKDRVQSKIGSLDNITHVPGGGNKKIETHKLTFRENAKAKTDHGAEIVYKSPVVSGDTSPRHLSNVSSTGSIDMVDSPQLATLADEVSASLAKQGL
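His-tagged recombinant human tau (exons 2, 3 and 10 included), 1 uM, was induced to fibrillize by 30 uM sodium octadecylsulfate with compound present. After 15 h at 37 C, thioflavine S fluorescence (ex 450, em 510 nm) was read.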
Fluorescein autfl: compound autofluorescence in fluorescein spectral region; actives 0.91% (n = 59,000); AID 593; max fluorescein-equivalent concentration, M; Compound autofluorescence, 480/540 nm, fluorescein-equivalent; active compounds read high; in the data active = max fluorescein-equivalent concentration above about 10 nM; inconclusive = between about 1.1 nM and that limit
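Tris 100 mM pH 8.0; 15 min RT; CCD read, ex 480/em 540 nm. Output: fluorescein-equivalent concentration per compound concentration, from six-point dye series on each plate.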
An asterisk follows results filed as active; i = inactive; ? = inconclusive; / = no result given; [ ] = another dose, or the depositor's remark. Unless noted, calls come from the whole dose curve; as a rule, active = well fitted curve in the direction sought with a large enough effect; inconclusive = small, poorly fitted or top-dose-only effect, or another doubt; inactive = no such curve, though single readings can be large; an effect the other way counts as inactive or inconclusive. A portion of the library; the hit share may differ from the screen's.

Structure | HEK293 cAMP cs | ERK AVP inh | FLuc inh | Caspase-7 inhib | 4MU fluor | Rhodamine autofl | A350 fluor | Texas Red fluor | Casp1 inh | Tau fil binding | Fluorescein autfl
CCOc1c(N2CCCCC2)c(=O)c1=O | 3% | 22% | -1% | 2% | i | i | i | i | 2% | -12% | ?
COCCNc1nc(-c2ccc(C(=O)N(C)C)cc2)nc2ccccc12 | -14% | 6% | -3%[2.29 µM] | ? | i | i | i | i | -4% | -1% | i
CCOC(=O)CN1C(=O)CSc2ccccc21 | 7% | -6% | 2% | 0% | i | i | i | i | -1% | -1% | i
S=c1[nH]nc(-c2cccc(Br)c2)o1 | 18% | -26% | -1% | -1% | i | i | i | i | -1% | -3% | i
COCCNC(=O)c1snc2ccc(Cl)cc12 | 3% | ? | 5% | 0% | 4.9e-08M* | i | 4.6e-08M* | i | -2% | -5% | i
Cc1cc2oc(=O)cc(CN3CCC(C)CC3)c2cc1Cl | 25µM* | 7% | 2% | -1% | i | i | i | i | 2% | -8% | i
Cc1cc(Cl)ccc1OCCCC(=O)N1CCN(C(=O)c2ccco2)CC1 | ? | 5% | 0% | 0% | i | i | i | i | -1% | 14% | ?
O=C(Cn1nnc(-c2ccccc2-n2cnnn2)n1)NCc1ccccc1 | -13% | -5% | 0% | 7% | i | i | ? | i | 1% | 0% | ?
Cc1ccc(CCNC(=O)C2CCN(S(=O)(=O)N3CCC4(CC3)OCCO4)CC2)cc1 | 14% | 14% | 2% | -3% | i | i | ? | i | 0% | 10% | i
CC1(C)CC(=O)C(C=Nc2ccccc2C(=O)O)=C(O)C1 | 8% | -6% | -2% | 1% | ? | i | ? | i | 2% | 10% | i
CCCCCCn1c(CN2CCN(C)CC2)nc2c1c(=O)n(C)c(=O)n2C | 9% | / | 0% | -18% | / | / | / | / | -13% | 1% | /
Cn1c(=O)c2c(ncn2CC(=O)Nc2cc(Cl)c(Cl)cc2Cl)n(C)c1=O | -2% | -8% | 1% | -1% | i | i | i | i | -1% | -10% | ?
O=C(C1CCN(S(=O)(=O)c2cccc3cccnc23)CC1)N1CCn2c1nc1ccccc12 | -5% | -25% | 0% | -4% | / | / | / | / | 1% | 19% | /
CCc1nc(NC(C)C)c2oc3ccccc3c2n1 | 24% | -16% | -3% | -2% | i | i | ? | i | 1% | -13% | ?
Cc1cc(=O)n2[nH]c(C)c(-c3ccccc3)c2n1 | 6% | 8% | 0% | 1% | / | / | / | / | -8% | 10% | /
CC(=O)c1ccc(OCC(O)CN(C)Cc2cccs2)cc1 (stereo not given) | 1% | -5% | -3% | -2% | i | i | i | i | -1% | 5% | i
COC(=O)c1ccc(C(/C=C/[C@@H](C)C(=O)NCc2ccc(OC)c(O)c2)NC(=O)OCc2ccccc2)cc1 (stereo not given in full) | 17% | 3% | / | -2% | / | / | / | / | -1% | 88% | /
COCCCNC(=O)Cn1cc(C(=O)C2CC2)c2ccccc21 | 8% | 7% | 1% | 0% | i | i | i | i | 1% | -12% | i
Cc1cc([N+](=O)[O-])c(C)c(Br)c1C | 9%[11.4 µM] | 5%[11.5 µM] | 2%[11.4 µM] | 2%[11.5 µM] | i | i | i | i | -3%[11.5 µM] | 3%[11.4 µM] | i
Cc1ccc(/C=c2\sc3nc(-c4cccs4)nn3c2=O)o1 | -19% | -6% | -8% | 2% | i | i | i | ? | 2% | 8% | 1.3e-08M*
O=C(c1cnn2c(C(F)(F)F)cc(-c3ccc(Br)cc3)nc12)N1CCOCC1 | 1% | -4% | 2% | -1% | / | / | / | / | -1% | -4% | /
COc1ccc(-n2c(Cc3cc(=O)[nH]c(=O)[nH]3)nnc2SCC(=O)NC2CCCC2)cc1 | 6%[11.4 µM] | 12% | 1% | -1% | / | / | / | / | -2% | 21% | /
O=C(Nc1ccccc1C(=O)NCc1ccc(Cl)cc1)c1ccco1 | ? | 10% | 3% | -1% | i | i | i | i | -2% | 104% | i
Cn1c(=O)[nH]c(=O)c2c1nc(Br)n2CCCCSc1nc2ccccc2o1 | ? | 32µM* | -1% | -4% | i | i | i | i | -1% | 10% | i
O/N=C(\COc1ccccc1O)c1ccccc1 | -4% | -12% | 2% | 1% | i | i | i | i | 1% | 8% | ?
CNC(=O)c1ncnnc1N(C)C(=O)NCc1ccccc1 | / | / | 1%[25.5 µM] | / | i | i | i | i | / | / | ?
CCCn1c(-c2ccc(F)cc2)nc2c(NCCN3CCCCC3)nc(C)nc21 | ? | -27% | / | 0% | / | / | / | / | 2% | 12% | /
O=C(NC1CCCC1)C1CCCN(S(=O)(=O)c2cccc3cccnc23)C1 (stereo not given) | 6% | -12% | 1% | 0% | / | / | / | / | 3% | -1% | /
O=C(CSc1nc(-c2ccco2)cc(C(F)(F)F)n1)NC1CCCC1 | ? | -11% | 2% | -3% | / | / | / | / | 2% | -19% | /
COC(=O)[C@@]1(Cc2ccccc2)[C@H]2c3cc(C(=O)N(C)C)n(Cc4ccc(S(C)(=O)=O)cc4)c3C[C@H]2CN1C(=O)c1ccccc1 | 16µM* | 31%[activator] | / | -6% | / | / | / | / | 0% | 2% | /
CCCCCCOC(=O)C1=C(C)NC(=O)NC1c1ccc(O)cc1 (stereo not given) | -8% | 6% | 3% | -1% | i | i | i | i | -1% | 13% | i
O=C(OCC(=O)N1CCCCC1)c1cc2ccccc2cc1O | 12% | ? | -12% | -3% | ? | i | ? | i | -2% | 15% | ?
Cc1ccc(Cn2c(=O)c3c(nc4n3CCN4Cc3ccco3)n(C)c2=O)cc1 | 1% | -7% | 0% | -2% | i | i | i | i | -1% | 6% | i
Cn1c(=O)n(C)c2cc(S(=O)(=O)NCCc3ccccc3)ccc21 | ? | ? | -1% | 0% | i | i | i | i | 0% | -9% | i
Cc1cc(C(=O)OCn2nnc3ccccc3c2=O)c(C)o1 | 8% | -16% | 1% | 7% | i | i | i | i | 0% | -3% | ?
O=C(NCc1ccco1)c1cc2n(n1)C(C(F)(F)F)CC(c1ccc(F)cc1)N2 (stereo not given) | -9% | 3% | 2% | 0% | i | i | i | i | 0% | 22% | i
CCN(CC)c1ccc(NC(=O)CCCCCN2C(=O)c3ccccc3C2=O)cc1 | 1%[2.29 µM] | -19% | -6% | -4% | i | i | i | i | -2% | ? | i
Cn1c(SCC(=O)N2CCCc3ccccc32)nnc1-c1c[nH]c2ccccc12 | -2% | -14% | -7% | 0% | i | i | i | ? | -2% | 3% | i
CCSCC1COC(c2cccn2Cc2ccc(C)cc2)=N1 (stereo not given) | 24% | 49%[activator] | 1% | -3% | i | i | i | i | -1% | -4% | i
CCOC(=O)CC(=O)Nc1nc2ccccc2s1 | 1% | ? | 1% | -1% | / | / | / | / | -5% | -19% | /
O=C(CSc1nc2ncc(Br)cc2[nH]1)Nc1ccc2c(c1)OCO2 | 8% | ? | 1% | -13% | 1.1e-08M* | i | 1.6e-08M* | i | 1% | 10% | i
O=C(O)CC/C=C\C[C@@H]1CO[C@H](c2ccccc2Cl)O[C@@H]1c1ccccc1O | 7% | -10% | 2% | -1% | / | / | / | / | 1% | ? | /
CCC(C)OC(=O)C1=C(C)NC(=O)CC1c1ccccc1OC (stereo not given) | ? | 0% | 0% | 0% | i | i | i | ? | 1% | 11% | ?
CC(C)C(NC(=O)c1ccco1)C(=O)NCC(c1ccco1)N1CCCCC1 (stereo not given) | 7% | -6% | 2% | -3% | 1.4e-08M* | i | 1.7e-08M* | ? | -1% | 8% | ?
COC(=O)c1[nH]c2cc(OC)ccc2c1NC(=O)CN1CCN(c2cccc(C)c2)C(C)C1 (stereo not given) | / | / | 0%[25.5 µM] | / | i | i | i | i | / | / | ?
O=C1CCC(C(=O)Nc2cccc3ccccc23)N1 (stereo not given) | 0% | -8% | 0% | 2% | i | i | i | i | 2% | 2% | ?
Cc1ccc(Cn2c(SCC(C)C)nc3c2c(=O)[nH]c(=O)n3C)cc1 | ? | -1% | 4% | -1% | i | i | i | i | -2% | 3% | i
c1ccc(CN2CCN(CCCNc3ccc4nnc(-c5ccccc5)n4n3)CC2)cc1 | 8% | 40µM* | -1% | -4% | / | / | / | / | 3% | 82% | /
Clc1ccc(-c2noc(CN3CCCC3)n2)cc1 | 5% | -5% | -8% | 0% | i | i | i | i | 2% | 7% | i
N#Cc1cccc(NC(=O)N2CCC(c3nc4c(nnn4Cc4cccc(Cl)c4)c(=O)[nH]3)CC2)c1 | -8% | -7% | -1% | ? | i | i | i | i | -3% | 55% | i

Entries above marked active in 4MU fluor:
| Compound | FLuc inh | Caspase-7 inhib | 4MU fluor | Rhodamine autofl | A350 fluor | Texas Red fluor | Casp1 inh | Tau fil binding | Fluorescein autfl |
| --- | --- | --- | --- | --- | --- | --- | --- | --- | --- |
| COCCNC(=O)c1snc2ccc(Cl)cc12 | 5% | 0% | 4.9e-08M* | i | 4.6e-08M* | i | -2% | -5% | i |
| O=C(CSc1nc2ncc(Br)cc2[nH]1)Nc1ccc2c(c1)OCO2 | 1% | -13% | 1.1e-08M* | i | 1.6e-08M* | i | 1% | 10% | i |
| CC(C)C(NC(=O)c1ccco1)C(=O)NCC(c1ccco1)N1CCCCC1 (stereo not given) | 2% | -3% | 1.4e-08M* | i | 1.7e-08M* | ? | -1% | 8% | ? |

Screens as filed in PubChem.
